MBNL1 CUG block: inhibitors of human MBNL1 binding to CUG repeat RNA. Q9NR56. TR-FRET MBNL1-His/biotin-(CUG)12 binding, 665/545 ratio. Potency, µM (top dose mostly 57.5 µM), for the others: at the top dose activity change, negative = inhibition, actives largely listed as inhibitors. hit rate 0.036% among 280,000. AID 2675; active = well fitted inhibition curve with a large enough effect in the signal ratio, with a control signal flat, not every such curve was filed as active; inconclusive = small, poorly fitted or top-dose-only effect, or effect the other way, or a change in a side signal; inactive = no such curve, though single readings can be large or run the other way; the % refers to the signal ratio; also: potency is read from the fitted curve at half-maximal effect; % is scaled to controls: 0 for no effect and ±100 for the full control effect
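Inhibition of protein-RNA binding appears as loss of TR-FRET between terbium anti-His antibody on MBNL1-His and streptavidin-XL665 on biotin-(CUG)12. Activity is normalized to buffer-only and uninhibited-complex controls.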
NPC1 promoter act: activators of NPC1 promoter | Huh7 NPC1 promoter luciferase reporter, 24 h | Potency, µM (highest dose often 9.22 µM), inactives show at the top dose activation, most hits filed as activators | hit rate 2.4% among 320,000 | AID 485313;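 also: potency is read from the fitted curve at half-maximal effect; % of control where 0% means no effect; nearly all actives have a fitted effect of over 60% in size; reporter is driven by a mutant NPC1 promoter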
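Compounds in DMSO were transferred onto Huh7 NPC1-luciferase reporter cells pre-incubated 2 h; after 24 h at 37 °C, Amplite reagent was dispensed and luminescence recorded 10 min later.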
Rab9 prom act: activators of Rab9 promoter; hit rate 2.8% among 320,000; AID 485297; Potency, µM (doses to about 9.22 µM), for inactives: at the top dose activation, negative = inhibition, most hits filed as activators; Huh7 Rab9 promoter-luciferase reporter, luminescence, 24 h; also: potency is read from the fitted curve at half-maximal effect; % of control where 0% means no effect; nearly all actives have a fitted effect of over 60% in size
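Rab9 promoter-driven luciferase in stably transfected Huh7 cells; 1500 cells/well rested 2 h, exposed to compound in DMSO for 24 h at 37 °C, 5% CO2. Luminescence read 10 min after adding luciferase reagent at ambient temperature.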
RORgamma inh: ROR gamma (mouse) transcription inhibition | P51450 | Drosophila S2 Gal4-RORgamma UAS-luciferase reporter, 20 h | Potency, µM (top dose mostly 53.6 µM), for inactives: top-dose activity change, negative = inhibition, actives largely listed as inhibitors | hit rate 5.4% among 310,000; also: potency is read from the fitted curve at half-maximal effect; % is scaled to controls: 0 for no effect and ±100 for the full control effect; nearly all actives have a fitted effect of over 60% in size
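Drosophila S2 cells stably expressing Gal4-DBD/mouse RORγ fusion under metallothionein promoter plus UAS-luciferase; compound 1 h, then 700 uM CuSO4 induction for 20 h at ambient temperature; inhibition read as reduced luminescence.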
KCNH2 3.1 block: inhibitors of human KCNH2 3.1 potassium channel isoform. AID 720553. U2OS KCNH2 3.1, thallium flux FluxOr; hits give low values. activity change, % (tested at about 1.8 µM). hit rate 0.95% among 340,000;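 active = maximum activity change below -70%; inconclusive = maximum activity change from -70% to -50%; inactive = maximum activity change above -50%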;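 also: thallium influx rate constant from kinetic fluorescence after stimulation buffer; % is scaled to controls: 0 for no effect and ±100 for the full control effect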
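Thallium flux read-out: FluxOr dye with Red40 quencher in HBSS/HEPES, 45 min at RT. Rate constants from kinetic reads were normalized to positive and negative DMSO controls. Cells: U2OS virally expressing the 3.1 isoform.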
Menin MLL FP TR: menin-MLL binding inhibition, Texas Red mutant peptide | Menin + Texas Red MLL mutant peptide, fluorescence polarization | hit rate 0.23% among 270,000 | Potency, µM (doses to about 61.6 µM), for the others: at the highest dose FP activity change, negative = inhibition, most hits filed as inhibitors | O00255 | AID 1768; active = well fitted inhibition curve with a large enough effect in the polarisation, with a control signal flat, not every such curve was filed as active; inconclusive = small, poorly fitted or top-dose-only effect, or effect the other way, or a change in a side signal; inactive = no such curve, though single readings can be large or run the other way; the % refers to the polarisation; also: potency is read from the fitted curve at half-maximal effect; % of control where 0% means no effect; many of its hits are not listed in these tables
Target sequence (O00255 whole entry, looked up): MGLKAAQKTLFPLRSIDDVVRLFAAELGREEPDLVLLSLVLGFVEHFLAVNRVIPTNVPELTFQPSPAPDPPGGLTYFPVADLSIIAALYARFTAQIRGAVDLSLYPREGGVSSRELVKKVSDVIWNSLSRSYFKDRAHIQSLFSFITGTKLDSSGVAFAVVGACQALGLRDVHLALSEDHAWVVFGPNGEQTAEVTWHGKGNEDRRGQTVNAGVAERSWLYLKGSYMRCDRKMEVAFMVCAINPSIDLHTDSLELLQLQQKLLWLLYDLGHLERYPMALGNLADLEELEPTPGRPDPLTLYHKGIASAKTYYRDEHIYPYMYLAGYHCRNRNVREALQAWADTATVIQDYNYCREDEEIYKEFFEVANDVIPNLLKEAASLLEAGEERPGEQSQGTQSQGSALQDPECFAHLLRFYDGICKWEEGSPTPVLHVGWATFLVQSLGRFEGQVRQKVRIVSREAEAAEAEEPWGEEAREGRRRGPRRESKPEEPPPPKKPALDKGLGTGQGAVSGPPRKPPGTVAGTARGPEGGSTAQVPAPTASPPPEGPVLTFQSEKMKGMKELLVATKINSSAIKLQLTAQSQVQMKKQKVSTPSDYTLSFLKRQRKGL
PKM2 activator: PKM2 (human) enzyme activation. purified PKM2, Kinase-Glo ATP luminescence, activation; response scale: 0% is enzyme alone, no compound. Potency, µM (titrated, usually from 57.5 µM), inactives show at the top dose activation, usual class: activators. hit rate 0.34% among 260,000; also: potency is read from the fitted curve at half-maximal effect; % is scaled to controls: 0 for no effect and ±100 for the full control effect; nearly all actives have a fitted effect of over 55% in size
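Kinase-Glo luminescence reports ATP generated from ADP (0.1 mM) and PEP (0.5 mM) by purified hPK-M2 after 1 h at room temperature, pH 7.2 imidazole buffer; intermediate enzyme activity allows detecting inhibitors and activators.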
FLuc counter: inhibits or activates purified firefly luciferase, miR-21 counter-screen; purified FLuc, Km substrates, luminescence inhibition; hit rate 6.9% among 360,000; AID 588342; P08659; Potency, µM (series often up to 57.5 µM), without a hit: at the highest dose activity change, negative = inhibition, actives largely listed as inhibitors;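 also: potency is read from the fitted curve at half-maximal effect; plate controls were vehicle for no effect and reference inhibitor for full effect; nearly all actives have a fitted effect of over 55% in size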
Target sequence (P08659 whole entry, looked up): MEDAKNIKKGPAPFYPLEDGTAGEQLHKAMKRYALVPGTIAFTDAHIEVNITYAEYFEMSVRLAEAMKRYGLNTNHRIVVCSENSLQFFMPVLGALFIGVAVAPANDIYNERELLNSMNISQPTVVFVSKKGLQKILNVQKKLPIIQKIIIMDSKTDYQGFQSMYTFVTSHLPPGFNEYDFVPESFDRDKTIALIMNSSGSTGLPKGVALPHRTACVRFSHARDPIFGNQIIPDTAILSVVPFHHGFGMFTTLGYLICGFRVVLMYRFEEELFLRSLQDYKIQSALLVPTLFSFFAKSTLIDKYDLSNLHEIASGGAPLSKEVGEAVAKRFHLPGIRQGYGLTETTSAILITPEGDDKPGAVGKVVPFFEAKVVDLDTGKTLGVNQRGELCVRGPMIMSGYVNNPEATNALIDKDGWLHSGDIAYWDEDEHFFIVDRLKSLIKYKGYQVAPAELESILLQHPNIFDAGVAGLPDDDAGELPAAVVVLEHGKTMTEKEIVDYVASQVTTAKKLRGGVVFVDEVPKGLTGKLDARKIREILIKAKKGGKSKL
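Purified P. pyralis luciferase (10nM final) with 10uM D-luciferin and 10uM ATP (Km levels) in 50mM Tris acetate pH 7.5, 10mM Mg acetate, 0.01% Tween-20, 0.05% BSA; qHTS 6-point titration, ~60 µM downward; luminescence read.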
ELG1 DNA repair: blocks ELG1-dependent DNA repair in HEK293T cells | Potency, µM (series often up to 46.1 µM), without a hit: at the top dose activity change, negative = inhibition, most hits filed as inhibitors | HEK293T ELG1-luciferase reporter, luminescence, 16 h; DNA damage induced by 5-fluorouridine | hit rate 2.3% among 330,000 | AID 504467; also: potency is read from the fitted curve at half-maximal effect; % is scaled to controls: 0 for no effect and ±100 for the full control effect; nearly all actives have a fitted effect of over 55% in size
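HEK293T cells expressing luciferase-tagged ELG1 (2,000/well) received 5-Fluorouridine plus compound or DMSO for 16 hr at 37 °C. Luciferase was read by ONE-Glo luminescence after 30 min at room temperature.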
VP16 counter: Gal4-VP16 reporter inhibition counter-screen; Drosophila S2 Gal4-VP16 UAS-luciferase, luminescence, 20 h; Potency, µM (top dose mostly 53.6 µM), without a hit: at the highest dose activity, negative = inhibition, hits mostly inhibitors; hit rate 3.5% among 310,000; AID 2546;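 also: Gal4-VP16 expression switched on by copper sulfate through the metallothionein promoter; potency is read from the fitted curve at half-maximal effect; % is scaled to controls: 0 for no effect and ±100 for the full control effect; nearly all actives have a fitted effect of over 50% in size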
Mito fusion act: inhibitors of mitochondrial division or activators of mitochondrial fusion. hit rate 0.23% among 320,000. S. cerevisiae fusion-defective mutant growth rescue, CellTiterGlo 48 h. Potency, µM (series often up to 46.1 µM), for inactives: top-dose growth rescue (activation), hits mostly activators;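 also: potency is read from the fitted curve at half-maximal effect; % of control where 0% means no effect; nearly all actives have a fitted effect of over 45% in size; temperature-sensitive fusion mutants such as fzo1-1 at 37 °C on non-fermentable ethanol glycerol medium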
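Read-out: ATP-based luminescence (CellTiterGlo, 10 min ambient) reporting growth of fusion-defective ts yeast after 48 hours at 37C on glycerol/ethanol YPEG medium in the presence of compound.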
Starred values were filed as active, the others as inactive; ? = inconclusive; / = no result given; & = joins results of further samples; [ ] = dose if it differs, or a comment. Unless noted, calls follow the shape of the dose curve; as a rule, active = well fitted curve in the direction sought with a large enough effect; inconclusive = small, poorly fitted or top-dose-only effect, or another doubt; inactive = no such curve, though single readings can be large; an effect the other way counts as inactive or inconclusive. The list is partial (hit frequency here may not be typical).

SMILES	MBNL1 CUG block	NPC1 promoter act	Rab9 prom act	RORgamma inh	KCNH2 3.1 block	Menin MLL FP TR	PKM2 activator	FLuc counter	ELG1 DNA repair	VP16 counter	Mito fusion act
C=CCN1C(=O)/C(=c2\sc3nc(=O)c(Cc4ccccc4)nn3c2=O)c2ccccc21	-15%	-2%	-2%	11µM*	-5	/	-1%	?	-5%	?	-3%
CC(OC(=O)c1ccc(Cl)nc1)C(=O)Nc1ccc(S(=O)(=O)N2CCCC2)cc1 (stereo not given)	/	-1%	3%	/	-2	/	/	-2%	12%	/	1%
COC(=O)Nc1ccc(SCC(=O)c2ccc(Cl)cc2)cc1	-6%	0%	-4%	-33%	-6	?	5%	-1%	7%	3%	0%
Cc1c(Cl)c([N+](=O)[O-])nn1CCCC(=O)O	?	1%	-8%	-19%	-5	-9%	-1%	0%	-6%	?	6%
O=C(/C=C/c1ccc(Cl)cc1)NCCSc1ccccc1	-11%	-2%	8%	16%	20	?	-1%	-12%	3%	1%	1%
NC(=O)c1ccsc1NC(=O)c1ccco1	-1%	14%	4%	43%	6	-3%	7%	?	?	27%	3%
Cc1ccc2nc(SCC(=O)c3ccc(O)cc3O)[nH]c2c1	2%	?	3.2µM*	-94%	17	/	-4%	8.5µM*	?	3.2µM*	-4%
O=C(NCc1ccc(F)cc1)c1cnc(Cl)c(Cl)c1	-8%	-2%	3%	-16%	-11	4%	/	-2%	22%	27%	-6%
CCOC(=O)N1CCN(C(=O)COc2ccc3c(c2)C(=O)CC(C)(C)O3)CC1	18%	-1%	0%	1%	6	-8%	-6%	1%	-7%	-6%[10 µM]	-6%
N#CC1=C(N)NC(SCc2ccc(Cl)cc2)=C(C#N)C12CCCCC2	12%	-1%	-4%	?	-3	?	-1%	1%	-6%	-18%	0%
Cc1ccc(O)c(-n2nc3ccccc3n2)c1	-18%	3.2µM*	3.2µM*	-3%&3%	9	0%&11%	-4%	2.7µM*	?	5%&-6%	1%
COCCCNC(=O)c1ccc(CS(=O)(=O)Cc2cccc(C)c2)o1	-5%	-1%	-5%	28%	-2	-2%	-5%	0%	4%	-3%	3%
Fc1ccc(-c2cc(C(F)(F)F)n3ncnc3n2)cc1	?	-5%	-6%	-2%	14	0%	2%	-1%	21%	-6%	4%
COc1ccc(NC(=S)N(Cc2ccccn2)Cc2ccccc2Cl)cc1	-1%	-2%	0%	5.6µM*	5	18%	-4%	-10%	?	-15%[10 µM]	11%
Cc1ccc(/C=C2\SC(=S)N(CCC(=O)NNC(=O)c3ccccc3O)C2=O)cc1	-9%	-4%	0%	0%	-6	?	-2%	0%	?	-5%	0%
CN1CCN(NC(=O)c2ccc(Cl)c([N+](=O)[O-])c2)CC1	?	-2%	-4%	-2%	6	10%	0%	0%	-8%	-2%	1%
NS(=O)(=O)c1ccc(CCNC(=O)CSc2nc3ccsc3c(=O)n2CCCCC(=O)O)cc1	-2%	-2%	-1%	17%	-3	-2%	0%	-4%	17%	-10%	-2%
COc1ccc(CCNC(=O)/C(C#N)=C/c2cccc(OCc3ccccc3)c2)cc1OC	-8%	-1%	-3%	?	-8	12%	2%	-3%	?	?	0%
Cc1ccc2c(c1)N(CC(=O)N1CCCC(C)C1)C(=O)CO2 (stereo not given)	-2%	-2%	2%	-14%	-2	/	/	3%	22%	5%	2%
CCC(NC(=O)Nc1cc(OC)c(OC)c(OC)c1)(C(F)(F)F)C(F)(F)F	8%	-1%	-2%	13%	-3	8%	1%	-2%	0%	4%	2%
COC(=O)c1ccc(CSc2ccc3nnc(-c4cccc(F)c4)n3n2)o1	1%	0%	-5%	?	-13	9%	13%	9%	?	-21%	17%
Cc1c(C(=O)O)cccc1[N+](=O)[O-]	/	3%	-1%	4%	-10	/	/	0%	7%	5%	-3%
CCn1cc(C(=O)NCCc2ccc(OC)c(OC)c2)c(=O)c2cc(S(=O)(=O)N3CCOCC3)ccc21	-13%	-5%	0%	35%	1	16µM*	-1%	6%&-1%	11%	-2%	-1%
COc1cccc(CN(C)C(=O)c2ccc(NS(=O)(=O)c3ccc4[nH]c(=O)[nH]c4c3)cc2)c1OC	-10%	-2%	3%	/	-4	8%	5%	-1%	-4%	/	0%
O=C(COc1ccc(Br)cc1)Nc1ccc(C(=O)Nc2ccccc2C(=O)O)cc1	-7%	8%	14%	1%	-1	?	2%	?	20%	-5%	-1%
(more compounds)
SMILES	MBNL1 CUG block	NPC1 promoter act	Rab9 prom act	RORgamma inh	KCNH2 3.1 block	Menin MLL FP TR	PKM2 activator	FLuc counter	ELG1 DNA repair	VP16 counter	Mito fusion act
CC(NC(=O)c1ccc(CS(=O)(=O)Cc2ccccc2F)o1)c1ccc2c(c1)OCCO2 (stereo not given)	-10%	2%	0%	?	-22	-14%	2%	-2%	?	-2%	-2%
Cc1ccn2c(CNC(C)CCn3cccn3)c(C(=O)N3CCCCCC3)nc2c1 (stereo not given)	-4%	-1%	-3%	20%	4	4%	-2%	-1%	6%	-4%	2%
CCN(CC)S(=O)(=O)c1cccc(C(=O)NCCCN2CCOCC2)c1	-4%	2%	9%	20%	-13	-1%	0%	1%	6%	-5%	2%
COc1cc(OC)cc(C(=O)NC(C(=O)OCn2nnc3ccccc3c2=O)C(C)C)c1 (stereo not given)	/	0%	-5%	/	-9	/	/	1%	10%	/	-4%
CC(=O)Nc1nn(C)c2nc3ccc(C)cc3cc12	?	0%	0%	-3%	-4	?	/	-17%	10%	3%	10%
CCOC(=O)c1snc2c(=O)[nH]cnc12	?	18%	?	-1%	-17	3%	1%	2%	-14%	-3%	4%
CCc1nnc(NC(=O)c2nc(S(=O)(=O)Cc3ccc(C)cc3)ncc2Cl)s1	10%	-50%[inhibitor]	-66%[inhibitor]	16µM*	9	/	/	0%	?	11µM*	-31%
COc1ccccc1NS(=O)(=O)c1cc(NC(=O)c2ccco2)ccc1N1CCOCC1	-2%	4%	13%	30%	-5	12%	-2%	-4%	22%	0%	1%
CCOC(=O)C1=C(C)N(C)C(C)=C(C(=O)OCC)C1c1ccc(Cl)cc1	-23%	-2%	2%	-25%	-26	-18%	-9%	-2%	-6%	22µM*	28%
CCn1ncc(Br)c1C(=O)Nc1ccn(C23CC4CC(CC(C4)C2)C3)n1	-13%	0%	1%	10%	6	-6%	13%	1%	0%	-8%	-2%
CC1=C(C(=O)OCc2ccccc2)C(c2ccc(Br)cc2)NC(=O)N1CCCC(=O)O (stereo not given)	-9%	2%	-2%	?	-6	-4%	-5%	0%	-6%	0%	2%
CCC(C)c1ccccc1OCCCN(C)Cc1ccccc1 (stereo not given)	-1%	-8%	0%	10%[1.91 µM]	5	-27%	0%	0%	-7%	-29%	-14%
O=C(CCCN1C(=O)/C(=C/c2cccs2)SC1=S)NNC(=O)c1ccccc1O	/	-8%	-1%	-34%[10 µM]	-1	?	-1%	-2%	-23%	?	0%
COc1ccc(OC)c(/C=N/NC(=O)c2[nH]nc3c2CCc2ccccc2-3)c1	-10%	2%	-4%	-19%	8	?	-1%	9%	?	?	-4%
CCOc1ccc(S(=O)(=O)NCCC(=O)NCc2ccc(OC)c(OC)c2)cc1	/	-2%	0%	/	24	/	/	-1%	-7%	/	-1%
COc1ccccc1N1CCN(CCCC(=O)c2ccc(F)cc2)CC1	6%	-3%	-6%	-20%	-70*	-9%[11.7 µM]	-2%	0%	1%	-4%	-2%
Cc1ccc2cc(C(c3nnnn3C3CCCC3)N3CCOCC3)c(=O)[nH]c2c1C (stereo not given)	4%	-1%	-3%	-11%	21	-1%	5%	0%	-15%	0%	1%
Cc1[nH]c2ccccc2c1CC(=O)O	-7%	-1%	4%	0%	-11	7%	9%	-2%[2.3 µM]	-2%	1%	-4%
CCc1cc(C(=O)N2CCCC(C(=O)c3ccc(C(F)(F)F)cc3)C2)n(C)n1 (stereo not given)	-1%	-9%	-6%	?	-2	3%	-3%	0%	-8%	-3%	1%
CCc1ccc(/C=C(/C#N)C(N)=S)s1	/	0%	0%	?	7	26%	1%	-19%	-3%	-2%	-3%
CCOc1ccc2oc(C(=O)N3CCN(c4ccccn4)CC3)c(C)c2c1	-1%	-4%	-3%	6%	/	/	/	?	1%	5%	0%
